ERK EGF inh: EGF-driven ERK pathway inhibition | 130,000 tested, 0.41% active | Potency, µM (doses to about 11.5 µM), inactives show at the top dose activity change, negative = inhibition, actives largely listed as inhibitors | HEK293-V1b, EGF-stimulated phospho-ERK AlphaScreen; active means well fitted inhibition curve with a large enough effect; inconclusive means small, poorly fitted or top-dose-only effect, or effect the other way;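 further: plate controls were stimulated vehicle wells for no effect and unstimulated vehicle basal for full effect; nearly all actives have a fitted effect of over 55% in size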
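Cell line HEK293 (stable V1b), low serum overnight. Pretreatment: compound 30 min, 37C. EGF 25 nM, 5 min. Detection: SureFire AlphaScreen, 5 h RT. AC50 via standard Hill equation.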
* hit, by the source's call; ? = inconclusive; [ ] = remark or other dose. Potency means the concentration at half of the fitted maximal effect. Not all compounds are listed; rates above refer to the full screens.

SMILES	ERK EGF inh
Cc1c(NC(=O)c2cc(-c3ccc(O)cc3)on2)c(=O)n(-c2ccccc2)n1C	6%[57.5 µM]
Cc1cccc(OCC(=O)NNC(=O)CCc2ccccc2)c1	-10%
O=C(NC(=S)NCCCN1CCOCC1)c1ccc(Br)cc1	-6%
Cc1cc(NC(=O)CCCSc2nc(-c3ccco3)cc(C(F)(F)F)n2)n(-c2ccccc2)n1	2%
Cc1oc(C(C)(C)C)cc1-c1cc(NC(=O)c2ccc([N+](=O)[O-])cc2)n[nH]1	-2%[57.5 µM]
Cc1ccc(-n2c(=O)c3sccc3n(CC(=O)NC3CCCCC3)c2=O)cc1	-22%
Cc1ccc(C(=O)N[C@@H](C)CN2C3=NC[C@H](C)N3C[C@H]2Cc2ccc(O)cc2)cc1Br	0%[57.5 µM]
O=C1C(=O)c2ccccc2C([O-])=C1[n+]1ccccc1	-12%[57.5 µM]
CS(=O)(=O)N1CCN(c2ccc(NC(=O)C(c3ccccc3)c3ccccc3)cc2)CC1	10%
Cc1onc(-c2ccccc2)c1C(=O)NNC(=S)NC(=O)c1ccc(Cl)cc1Cl	2%
Cc1ccc(Cn2c(N/N=C/c3ccncc3)nc3c2c(=O)n(C)c(=O)n3C)cc1	0%[57.5 µM]
CCCCC#Cc1cncc(C(=O)N/N=C/c2cccc(OC)c2)c1	?
CC(C)(C)c1ccc(OC(=O)c2ccc3snnc3c2)cc1	-12%
C/C(=N\NC(=O)c1ccc2c(c1)OCO2)c1ccco1	1%
COc1ccc(-n2c(=O)c(-c3cccs3)nc3cnc(Oc4ccccc4)nc32)cc1	-2%
Cc1cc(Cl)ccc1OCC(=O)NCCOC(=O)Nc1sc(=S)n(C)c1C	-6%
Cc1ccc(S(=O)(=O)N2CCCN(c3nccc(C(F)(F)F)n3)CC2)cc1	0%[57.5 µM]
Cc1ccccc1N1C(=O)CN(Cc2sccc2C)C1=S	-2%
COc1ccc(CC(=O)OCc2nnc(C3COc4ccccc4O3)o2)cc1OC (stereo not drawn)	-1%
Cc1ccc2c(CC(=O)NCC(C)(C)N3CCOCC3)coc2c1	0%

The final 3 entries of the section before open the next one:
SMILES	ERK EGF inh
Cc1ccccc1N1C(=O)CN(Cc2sccc2C)C1=S	-2%
COc1ccc(CC(=O)OCc2nnc(C3COc4ccccc4O3)o2)cc1OC (stereo not drawn)	-1%
Cc1ccc2c(CC(=O)NCC(C)(C)N3CCOCC3)coc2c1	0%
Cc1cccc(CNc2ncncc2-c2cccc(C#N)c2)c1	26%
CCCn1c(Nc2ccccc2C)nc2ccccc21	6%
CCCOc1ccc(OCCN2CCCC(C)C2)cc1 (stereo not drawn)	9%
CCOC(=O)c1ccc(N=Nc2c(C)c(C#N)c(O)[nH]c2=O)cc1	10%
CCCCC(=O)Nc1ccc(NC(=S)NC(=O)c2ccco2)cc1OC	-3%[57.5 µM]
O=C(NCc1nnc(SCC(=O)N2CCOCC2)o1)c1cccs1	4%
CCn1c(SCc2cc(=O)n3ccsc3n2)nc2ccccc21	1%
CCOCCCNC(=O)Cc1ccc(F)cc1	7%
O=C(O)c1ccccc1-c1ccccc1C(=O)Nc1ccc(-c2nc3cc(Cl)ccc3o2)cc1	-4%[57.5 µM]
COc1cc(CCCN2C(N)=NC[C@@H]2Cc2ccc(O)cc2)cc(OC)c1OC	-3%[57.5 µM]
CCOC(=O)C(=O)N=Nc1c(O)n(C)c2ccccc12	-5%
CCCNC(=O)COC(=O)/C(C#N)=C/c1cc(C)n(CCC)c1C	-13%
Cc1cc(C2=NNC(=NCCc3ccccc3)SC2)c(C)n1-c1c(C)n(C)n(-c2ccccc2)c1=O	-12%[57.5 µM]
Cc1cccc(C)c1NC(=S)N(Cc1cccnc1)Cc1ccccc1Cl	-10%
CC(C)CCNC(=O)CCSCCC(=O)NCCC(C)C	4%
O=[N+]([O-])c1cccc(Cl)c1N1CCOCC1	-4%
CC(Sc1nncs1)C(=O)Nc1ccc(Cl)cn1 (stereo not drawn)	-6%
COC(=O)[C@@]1(Cc2ccc(F)cc2)[C@H]2c3cc(C(=O)N(C)C)n(Cc4ccc(C)c(F)c4F)c3C[C@H]2CN1C(=O)c1ccccc1	4%
NNC(=O)c1nn(-c2ccccc2)cc1O	0%
CC(=O)N(C)c1ccc(NC(=O)c2ccc([N+](=O)[O-])cc2Cl)cc1	-5%
O=C(N/N=C/c1ccc(N2CCOCC2)cc1)c1cccs1	3%
COc1ccc(OC)c(N2C(=O)CC(Cc3ccc(Cl)cc3)C2=O)c1 (stereo not drawn)	1%
CC(=O)/C=C(/C)NC(Cc1c[nH]c2ccccc12)C(=O)O (stereo not drawn)	22%
CCOc1ccc(CN2CCNC(=O)C2CC(=O)NCCc2ccccn2)cc1 (stereo not drawn)	-9%[57.5 µM]
Nc1nnnn1/N=C/c1ccc(N2CCCCC2)c([N+](=O)[O-])c1	-14%
CN(C)c1ccc(P(=O)(Nc2ccccc2)N2CCOCC2)c(NC(=O)c2cccs2)c1 (stereo not drawn)	-1%
O=C(NC(=S)NNS(=O)(=O)c1ccccc1)c1cccnc1	-1%
CC1CCCCN1S(=O)(=O)c1ccc(C(=O)Nc2nnc(-c3ccncc3)o2)cc1 (stereo not drawn)	10%
CCOC(=O)N1CCC(Nc2c(-c3ccc(C)cc3)c(=O)c2=O)CC1	-1%
O=C(Nc1ccc([N+](=O)[O-])cc1)Nc1ccc(OC(F)F)c(Cl)c1	-5%
CCCCCCC#Cc1cncc(C(=O)NNC(=O)Nc2cc(Cl)cc(Cl)c2)c1	-1%[57.5 µM]
Cc1cccc(OCC(=O)Nc2ccc3c(C)cc(=O)oc3c2)c1	10%
O=C(O)c1c2c(nc3ccc(Cl)cc13)CCC2	-2%
CN(C)c1ccc(C2Nc3ccccc3C(=O)N2CCN2CCNC2=O)cc1 (stereo not drawn)	-5%[57.5 µM]
COc1ccc2nc(NC(=O)c3cccc(-c4cc5ccccc5oc4=O)c3)sc2c1	-3%
Cc1ccc(CNC(=O)COC(=O)[C@@H]2CC(O)CN2S(=O)(=O)c2ccc3c(c2)OCCO3)cc1 (stereo partly drawn)	-2%
Cc1ccc(-c2noc(N=O)c2NO)cc1	-13%[57.5 µM]
CC1CCN(C(=S)c2cccc([N+](=O)[O-])c2)CC1	-7%
Fc1ccc(NC(=S)Nc2cc(-c3ccccc3)[nH]n2)cc1Cl	5%
CC(O)CNc1nc2ccccc2n1CC(=O)N1CCN(Cc2ccccc2)CC1 (stereo not drawn)	3%
CC(=O)Nc1ccc(OCc2ccc(S(=O)(=O)Cc3ccccc3)cc2)cc1	-7%
Cc1csc2c(N(C)CCO)ncnc12	?
Cc1cc(C(F)F)nn1CC(=O)NCc1ccccc1F	7%
CNC(=O)/C(C#N)=C\c1ccc(CNS(=O)(=O)c2ccc(Cl)cc2)o1	4%
O=C1CC(c2ccccc2)CC(=O)C1=CN1CCCC1 (stereo not drawn)	36%[57.5 µM]
COc1cccc(N2CC(C(=O)Nc3nnc(SCC(=O)c4ccccc4)s3)CC2=O)c1 (stereo not drawn)	4%
Cc1ccc(CSCC(=O)N/N=C/c2cccc(OC3CSC3)c2)cc1	2%
Cc1nn(C)c(C)c1S(=O)(=O)N(CC(=O)NCCN1CCOCC1)c1ccc(C(C)C)cc1	7%
Cc1cc(C)c(/C=N/n2c(C)cc(C)c(C#N)c2=O)c(C)c1	3%
C=C1CC(C(=O)N/N=C/c2ccccc2)C1	6%
CC(C(=O)c1c[nH]c(C(N)=O)c1)c1ncc(C(F)(F)F)cc1Cl (stereo not drawn)	-1%
S=C1NC(C23CC4CC(CC(C4)C2)C3)=CC(c2ccc3c(c2)OCO3)N1 (stereo not drawn)	4%
O=c1c(-c2ccc(F)c(F)c2)nc2cncnc2n1Cc1ccccc1	?
O=C1CCCN1c1ncc(S(=O)(=O)c2ccc([N+](=O)[O-])cc2)s1	-8%
CC(C)(C)OC(=O)NCCCCCc1nnc(SCc2cccc(F)c2)o1	2%[57.5 µM]
COC(=O)c1sc(S(=O)(=O)NCCCN(C)C)c(C(=O)OC)c1C	6%
CC(C)c1ccc(NC(=O)C(c2ccccc2)N(Cc2ccco2)C(=O)CC2NC(=O)NC2=O)cc1 (stereo not drawn)	2%
CC(CCn1cccn1)NC(=O)CCc1nnc(CCc2ccccc2)o1 (stereo not drawn)	-6%
CCCCC1=CC2=C(OC(C)=O)C(=O)C(C)(OC(=O)c3ccco3)C(=O)C2=CO1 (stereo not drawn)	2%
CCn1c(=O)c2cc(C(=O)N(C)c3cc(C)ccc3OC)sc2c2ccccc21	-15%[57.5 µM]

Random excerpt: seven compounds from above
SMILES	ERK EGF inh
CC(C)c1ccc(NC(=O)C(c2ccccc2)N(Cc2ccco2)C(=O)CC2NC(=O)NC2=O)cc1 (stereo not drawn)	2%
Cc1ccc(CSCC(=O)N/N=C/c2cccc(OC3CSC3)c2)cc1	2%
C=C1CC(C(=O)N/N=C/c2ccccc2)C1	6%
Cc1csc2c(N(C)CCO)ncnc12	?
COc1cccc(N2CC(C(=O)Nc3nnc(SCC(=O)c4ccccc4)s3)CC2=O)c1 (stereo not drawn)	4%
Cc1cc(C)c(/C=N/n2c(C)cc(C)c(C#N)c2=O)c(C)c1	3%
O=C1CCCN1c1ncc(S(=O)(=O)c2ccc([N+](=O)[O-])cc2)s1	-8%

Arranged by heavy-atom count (descending): 7 of the compounds above
SMILES	ERK EGF inh
CC(C)c1ccc(NC(=O)C(c2ccccc2)N(Cc2ccco2)C(=O)CC2NC(=O)NC2=O)cc1 (stereo not drawn)	2%
CC(=O)Nc1ccc(OCc2ccc(S(=O)(=O)Cc3ccccc3)cc2)cc1	-7%
CC(CCn1cccn1)NC(=O)CCc1nnc(CCc2ccccc2)o1 (stereo not drawn)	-6%
O=c1c(-c2ccc(F)c(F)c2)nc2cncnc2n1Cc1ccccc1	?
CNC(=O)/C(C#N)=C\c1ccc(CNS(=O)(=O)c2ccc(Cl)cc2)o1	4%
COC(=O)c1sc(S(=O)(=O)NCCCN(C)C)c(C(=O)OC)c1C	6%
O=C1CCCN1c1ncc(S(=O)(=O)c2ccc([N+](=O)[O-])cc2)s1	-8%

Remaining list, next part:
SMILES	ERK EGF inh
Cc1oc(S(=O)(=O)N(C)C)cc1C(=O)Nc1ccc(F)cc1	-10%[57.5 µM]
CN(C)S(=O)(=O)c1cccc(NC(=O)CN2C(=O)NC(Cc3c[nH]c4ccccc34)C2=O)c1 (stereo not drawn)	0%
CNC(=O)c1ccsc1NC(=O)c1ccc(S(=O)(=O)N2CCc3ccccc32)cc1	-4%
O=C(C1CC1)N1N=C(C2CCCCC2)CC1(O)C(F)(F)F (stereo not drawn)	5%
O=C1C(C2=NC(c3ccccn3)C3C(=O)N(c4ccc(OC(F)(F)F)cc4)C(=O)C23)=C(O)c2ccccc21 (stereo not drawn)	-9%[57.5 µM]
Cc1cc(-c2ccccc2)nc(N/N=C/c2cccnc2)n1	-9%
COc1ccc(CN2C(=O)C(=O)N(CC(N)=O)C2=O)cc1	3%
CCN(C(=O)CSc1nnc(-c2c[nH]c3ccccc23)o1)C1CCS(=O)(=O)C1 (stereo not drawn)	4%
Cc1ccc(-c2c[nH]c(=S)n2-c2ccccc2F)cc1	-4%
Cc1ccc(S(=O)(=O)Nc2ccccc2CNC2CCCCC2)cc1	5%
COc1ccc(Nc2nc(Cl)nc(NCCO)n2)cc1	10%
CN1CCN(CCC(=O)Nc2ccc(C3CCCC3)cc2)CC1	-4%
Cc1sc(C(=O)Nc2ccc3ccccc3c2)cc1CC(=O)O	-8%
Cc1ccc(C)c(NC(=S)NCC(c2cccnc2)N2CCOCC2)c1 (stereo not drawn)	0%
CC/C=C\C/C=C\C/C=C\C/C=C\C=C\C(O)CCCC(=O)O (stereo not drawn)	4%
COc1cc(Cl)c(S(=O)(=O)N2CCN(Cc3ccc4c(c3)OCO4)CC2)cc1Cl	-8%
CC(C)=CC(=O)Nc1ccc(S(=O)(=O)Nc2ccccn2)cc1	-10%
CC(C)CNC(=O)COC(=O)CCC(=O)c1ccc(Cl)cc1	4%
Cc1nc2cc(NC(=O)Nc3cccc4ccccc34)ccc2n1C	0%
O=C(C[n+]1ccc2ccccc2c1)Nc1cc(C(F)(F)F)ccc1Cl	-9%
O=C(N/N=C/C=C/c1ccco1)c1cnccn1	30%[57.5 µM]
COc1ccc(C)c(-n2c(=O)n(Cc3ccccc3)c(=O)c3[nH]cnc32)c1	13%[57.5 µM]
Cc1nc(-c2ccc(S(=O)(=O)NCc3cccnc3)s2)cs1	12%[57.5 µM]
CC1CC(C)(C)N(C(=O)CN2C(=O)c3ccccc3C2=O)c2ccccc21 (stereo not drawn)	4%
CC(CCc1ccccc1)NC(=O)c1ccc(NC(=O)c2cccc(Br)c2)cc1 (stereo not drawn)	6%
O=C1CNC(=O)/C(=C/c2ccco2)N1	2%
CC1CC(C)CN(CC(=O)c2cccs2)C1 (stereo not drawn)	-11%
C#CCOCCOCCOCCNc1nc(N2CCN(C(=O)[C@H]([C@@H](C)CC)n3cc([C@@H](N)CC(C)C)nn3)CC2)nc(N2CCN(C(=O)[C@H](Cc3cc4ccccc4[nH]3)n3cc([C@@H](N)C(C)CC)nn3)CC2)n1 (stereo partly drawn)	1%[57.5 µM]
CC(c1ccco1)N(C(=O)c1ccccc1NS(=O)(=O)c1cccc([N+](=O)[O-])c1)c1ccccn1 (stereo not drawn)	3%
O=C(c1ccccc1Sc1ccc([N+](=O)[O-])cc1)N1CCCCC1	5%
Cc1ccc(-c2cc(C(=O)Nc3sc4c(c3C(=O)NCc3ccco3)CCC4)[nH]n2)c(O)c1	8%
CC(O)c1nc2c(c(=O)n(C)c(=O)n2C)n1C (stereo not drawn)	8%[57.5 µM]
O=C(Nc1nc(-c2cccs2)cs1)c1ccco1	2%
O=c1cc(-c2ccc(F)cc2)[nH][nH]1	-10%

Bioassay records deposited in PubChem by National Center for Advancing Translational Sciences (NCATS).
